Screening results: PubChem, several laboratories
HDAC3 inhib = HDAC3 deacetylase inhibitors, primary screen, biochemical, fluorescence, cell-free homogeneous | Histone deacetylase 3 (Homo sapiens), O15379 | recombinant HDAC3, fluorogenic peptide/trypsin coupled | inhibition, % at 8.3 µM | 320,000 compounds, 0.15% hits | AID 2718, 2010; in the data active = inhibition above about 26%, passing the limit was not always enough
Target sequence (O15379 whole entry, looked up): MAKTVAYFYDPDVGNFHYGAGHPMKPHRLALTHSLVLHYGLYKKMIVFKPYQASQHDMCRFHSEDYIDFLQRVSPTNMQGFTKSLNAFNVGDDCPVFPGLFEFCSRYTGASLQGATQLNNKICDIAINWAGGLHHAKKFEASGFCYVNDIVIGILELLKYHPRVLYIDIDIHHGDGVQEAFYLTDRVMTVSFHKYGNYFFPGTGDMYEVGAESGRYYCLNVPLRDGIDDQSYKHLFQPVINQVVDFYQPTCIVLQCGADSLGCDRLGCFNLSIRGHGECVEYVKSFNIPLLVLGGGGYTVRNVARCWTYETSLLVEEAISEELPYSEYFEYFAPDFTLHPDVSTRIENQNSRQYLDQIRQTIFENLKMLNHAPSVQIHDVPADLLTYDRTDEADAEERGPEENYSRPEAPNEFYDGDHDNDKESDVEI
TRPC6 inh = mouse TRPC6 channel inhibitors, primary screen, cell-based, HEK293, membrane potential dye. 310,000 compounds, 1.1% hits. Short transient receptor potential channel 6 (Mus musculus), Q61143. ACh-evoked depolarization; stronger effect = lower value. AID 2553, 2010. B-score at 10 µM;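 active = B-score under library mean minus 3 SD, initial fluorescence not abnormally high, positive integrated signal ratio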;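 note: B-score derived from integrated fluorescence ratio over the kinetic read; more negative B-score means stronger inhibition of depolarization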
ANO1 activ = TMEM16A chloride channel activators or potentiators, primary screen, cell-based, HTS; 340,000 compounds, 0.3% hits; B-score at 10 µM; HEK293 TMEM16A/YFP-H148Q/I152L, iodide quench fluorescence; stronger effect = lower value; Anoctamin-1 (Mus musculus), Q8BHY3;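 active = fluorescence-ratio B-score plate-corrected deviation score at least 3 library SD below zero, with starting fluorescence score within 5 deviations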;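 note: channel opened by trigger with iodide after compound preincubation; score built on the fluorescence ratio of max minus min over baseline; more negative score means more quench and so TMEM16A activation or potentiation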
MrgX1 agonist = agonists of human MrgX1 receptor, primary screen, HEK293 cells, Fluo-4 calcium flux. Fluo-4 calcium fluorescence, agonist mode; stronger effect = higher value. 310,000 compounds, 0.44% hits. B-score at 10 µM. AID 588627, 2011. Mas-related G-protein coupled receptor member X1 (Homo sapiens), Q96LB2;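 active = calcium response B-score plate-corrected fluorescence ratio at least 3 library SD, with starting fluorescence B-score inside 5 SD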
Target sequence (Q96LB2 whole entry, looked up): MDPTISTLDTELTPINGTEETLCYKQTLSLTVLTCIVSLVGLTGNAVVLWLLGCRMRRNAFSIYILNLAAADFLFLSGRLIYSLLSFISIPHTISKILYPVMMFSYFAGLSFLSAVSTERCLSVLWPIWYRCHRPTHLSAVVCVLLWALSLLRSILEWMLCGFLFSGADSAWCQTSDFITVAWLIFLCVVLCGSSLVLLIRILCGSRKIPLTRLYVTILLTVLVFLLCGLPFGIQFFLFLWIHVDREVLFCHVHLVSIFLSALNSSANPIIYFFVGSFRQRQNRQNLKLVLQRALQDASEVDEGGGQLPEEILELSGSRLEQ
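Assay system: stable human MrgX1 HEK293 cell line. Quantity: 15,000 cells per well. Schedule: cells plated overnight, dye loaded 0.5 h 37 °C, 0.5 h room temperature. Detection: Fluo-4 NW calcium-flux fluorescence, kinetic read. Read-out basis: peak-minus-minimum fluorescence over baseline, converted to B scores. Control set: positive and negative control wells on each plate.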
MrgX1 antag = antagonists of human MrgX1 receptor, primary screen, HEK293 cells, Fluo-4 calcium flux. BAM8-22 antagonism; stronger effect = lower value. 310,000 compounds, 1.3% hits. Mas-related G-protein coupled receptor member X1 (Homo sapiens), Q96LB2. B-score at 10 µM. AID 588676, 2011;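 active = calcium-response B-score plate-corrected more than 3 library SD below zero, starting fluorescence within 5 deviations, no agonist response on first addition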;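 note: peak minus trough fluorescence over baseline after final BAM8-22 challenge near maximal dose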
RGS4 act = RGS4 potentiators or activators, primary screen, cell-based, HEK293 M3R inducible RGS4, calcium flux. carbachol calcium flux Fluo4; stronger effect = lower value. B-score at 10 µM. 310,000 compounds, 0.92% hits;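 active = B-score of the integrated calcium signal more than 4 SD below the library mean, with starting fluorescence not abnormally high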;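 note: negative B-score means reduced calcium response which marks RGS4 activation or potentiation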
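Assay system: Inducible-RGS4 HEK293 cells carrying M3 receptor | Schedule: Compound preincubation 20 min at room temperature before agonist | Signal: Kinetic calcium fluorescence imaging with Fluo4-AM dye, 2 µM | Read-out basis: B score from integrated fluorescence ratio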
MrgX1 allo act = positive allosteric modulators of MrgX1, primary screen, HEK293 cells, Fluo-4 calcium flux; 310,000 compounds, 0.63% hits; Mas-related G-protein coupled receptor member X1 (Homo sapiens), Q96LB2; FDSS; stronger effect = higher value; B-score at 10 µM;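 active = plate-corrected calcium response at least 3 library SD above typical, normal starting fluorescence, not activating the receptor alone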;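 note: compound read alongside a low EC10 to EC30 dose of BAM8-22 agonist; peak minus trough fluorescence over baseline measured at the second addition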
SKKanGAS inh = S. pyogenes SKKanGAS growth inhibitors in kanamycin, primary screen, streptokinase expression inhibitor project, SKKanGAS strain, BacTiter-Glo luminescence; 6 h; inhibition, % at 7.5 µM; 300,000 compounds, 1.3% hits;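 active = mean replicate score, as percent of positive control median, at least 50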;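 note: strain carries kanamycin resistance gene driven by streptokinase promoter and grows in 40 µg/ml kanamycin; loss of luminescence reflects streptokinase promoter inhibition or plain growth inhibition; 0% = median of DMSO wells and 100% = positive control at its reference dose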
TRPC6 activator = mouse TRPC6 channel activators, primary screen, cell-based, HEK293, membrane potential dye. Short transient receptor potential channel 6 (Mus musculus), Q61143. HEK293-TRPC6 membrane potential dye fluorescence; stronger effect = higher value. B-score at 10 µM. 310,000 compounds, 0.13% hits. AID 2550, 2010;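 active = B-score of the integrated fluorescence ratio above library mean plus 3 SD, and starting fluorescence ratio within library mean plus 5 SD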;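 note: higher score means more depolarization so channel activation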
TMEM16A inh = TMEM16A chloride channel inhibitors, primary screen, cell-based, HTS; Anoctamin-1 (Mus musculus), Q8BHY3; HEK293 TMEM16A/YFP iodide influx fluorescence, ionomycin; normalized B-score (activity score, 25-100; higher = stronger inhibition) at 10 µM; 310,000 compounds, 1.2% hits;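 active = ratio plate-corrected score three or more library SD toward inhibition, starting fluorescence score within five deviations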;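 note: score derived from kinetic fluorescence span divided by baseline fluorescence per well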
RGS4 inh = RGS4 inhibitors, primary screen, cell-based, HEK293 M3R inducible RGS4, calcium flux. Regulator of G-protein signaling 4 (Homo sapiens), P49798. Fluo-4 calcium flux; stronger effect = higher value; triggered by carbachol at its EC20. B-score at 10 µM. 310,000 compounds, 0.45% hits. AID 463165, 2010;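 active = B-score, a plate-corrected calcium signal, over three deviations above library mean, with baseline fluorescence within five deviations of library mean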;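 note: RGS4 expression induced by doxycycline in cells with stable M3 receptor; B-score is computed from the integrated fluorescence ratio over baseline after carbachol; higher B-score means a larger calcium signal and so more RGS4 inhibition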
Target sequence (P49798 whole entry, looked up): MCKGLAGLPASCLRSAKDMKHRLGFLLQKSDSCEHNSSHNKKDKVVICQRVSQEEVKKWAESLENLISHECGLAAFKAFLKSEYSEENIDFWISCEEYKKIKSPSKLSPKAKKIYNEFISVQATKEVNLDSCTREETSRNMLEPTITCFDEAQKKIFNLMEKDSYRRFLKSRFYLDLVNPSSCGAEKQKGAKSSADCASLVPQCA
The depositor's hits bear a star; i = inactive; x = not tested or not shown. Hits appear at their usual frequency; 6.7% or so of the library scored in one or more.

SMILES	HDAC3 inhib	TRPC6 inh	ANO1 activ	MrgX1 agonist	MrgX1 antag	RGS4 act	MrgX1 allo act	SKKanGAS inh	TRPC6 activator	TMEM16A inh	RGS4 inh
CC#C[C@]1(O)CC[C@H]2[C@@H]3CCC4=CC(=O)CCC4=C3[C@@H](c3ccc(N(C)C)cc3)C[C@@]21C	3	i	i	i	i	i	i	12	i	i	i
Cn1c(CCNC(=O)c2cccs2)n[nH]c1=S	-4	i	i	i	i	i	i	-2	i	i	i
O=C(Nc1nccs1)c1ccc(COc2ccc(F)cc2)o1	-5	i	i	i	i	i	i	4	i	i	i
CCC(C(=O)N/N=C(\C)c1cccnc1)c1ccccc1 (centres undefined)	-2	i	i	i	i	i	i	-8	i	i	i
CC(C)N(Cc1nc(-c2ccccc2)no1)C(=O)c1ccc([N+](=O)[O-])cc1	3	i	i	i	i	i	i	-16	i	i	i
CC(=O)Nc1ccc(NC(=O)Cn2c(=O)n(-c3ccc(C)cc3)c(=O)c3oc4ccccc4c32)cc1	1	i	i	i	i	i	i	4	i	i	i
CCN(CC)CCNC(=O)c1cc(Nc2ccc(OC)c(OC)c2)nc2ccccc12	2	i	i	i	i	i	i	-2	i	i	i
O=C(CSc1nc(Cc2ccccc2)nc2ccccc12)Nc1nc2c(s1)CCCC2	1	i	i	i	i	i	i	19	i	i	i
COc1cccc(/C=N/Nc2ncc(C)c(=O)[nH]2)c1OC	-1	i	i	i	i	i	i	-5	i	i	i
COc1ccc(NC(=O)c2ccc3c(SCC(=O)O)c4c(nc3c2)CCCC4)cc1Cl	5	i	x	i	i	i	i	2	i	i	i
Cc1cc(C)cc(NC(=O)c2cc(C)nn2C)c1	x	i	i	i	i	i	i	-1	i	i	i
CN(C)C(=O)c1ccc(Cl)cc1[N+](=O)[O-]	-5	i	i	i	i	i	i	8	i	i	i
O=C1CN(C(=S)Nc2ccccc2Cl)CCN1	-5	i	i	i	i	i	i	-5	i	i	i
NC(=O)NC(=O)COC(=O)CCCCCNS(=O)(=O)c1ccc2c(c1)OCCO2	-5	i	i	i	i	i	i	-6	i	i	i
COc1cc(NC(=O)COC(=O)c2nc3nc(C)cc(C)n3n2)cc(OC)c1	1	i	i	i	i	i	i	-2	i	i	i
CN(C(=O)c1coc(=O)c2ccccc12)c1ccc(F)cc1	0	i	i	i	i	i	i	-3	i	i	i
Cc1ccc(C)n1NC(=O)c1ccc(O)cc1	-1	i	i	i	i	i	i	1	i	i	i
Cc1ccc(C(=O)N2CCN(c3ccccn3)CC2)cc1Cl	-2	i	i	i	i	i	i	-2	i	i	i
CCNc1c(NCC)c(=O)c1=O	4	i	i	i	i	i	i	7	i	i	i
Cn1c(SCCS(=O)(=O)c2ccc(Cl)cc2)nnc1-c1ccccc1	-2	i	i	i	i	i	i	-4	i	i	i
CN(C)S(=O)(=O)c1ccc(Cl)c(NC(=O)COC(=O)C2CSC3(C)CCC(=O)N23)c1 (centres undefined)	-5	i	i	i	i	i	i	2	i	i	i
CC1CC(NNC(=O)c2ccccc2)=Nc2ccccc2N1C (centres undefined)	4	i	i	i	i	i	i	-1	i	i	i
COc1ccc(-c2csc(NC(=O)CCS(=O)(=O)c3ccccc3)n2)c(OC)c1	1	i	i	i	i	i	i	33	i	i	i
Cc1nc2ccccc2c(=O)n1/N=C/C=C/c1ccccc1	4	i	i	i	i	i	i	-1	i	i	i
Cc1cc(C)c2c(=O)[nH]c(SCC(=O)c3ccc(F)c(C)c3)nc2n1	-8	i	i	i	i	i	i	-1	i	i	i
New compounds follow:
SMILES	HDAC3 inhib	TRPC6 inh	ANO1 activ	MrgX1 agonist	MrgX1 antag	RGS4 act	MrgX1 allo act	SKKanGAS inh	TRPC6 activator	TMEM16A inh	RGS4 inh
O=c1c2c3n(c(=S)nc2[nH]n1-c1ccccc1)CCCCC3	4	i	i	i	i	i	i	14	i	i	i
Cc1ccc(Nc2nc(-c3ccc(S(=O)(=O)N4CCCC4)cc3)cs2)cc1C	-3	i	i	i	i	i	i	6	i	i	i
COc1cccc(C(=O)N2N=C(c3cccc(OC)c3)CC2(O)C(F)(F)F)c1 (centres undefined)	-2	i	i	i	i	i	i	-7	i	i	i
Cc1cccc(N2C(=O)NC3(CCCCC3)C2=O)c1	2	i	i	i	i	i	i	-5	i	i	i
Cc1ccn2c(=O)nc(SCC(=O)Nc3cccc4ccccc34)nc2c1	6	i	i	i	i	i	i	-3	i	i	i
NC(=O)C1CCN(C(=O)c2ccccc2SCC(=O)NCC2CCCCC2)CC1	1	i	i	i	i	i	i	6	i	i	i
S=c1[nH]nc(Cc2ccccc2)n1-c1ccccc1	8	i	i	i	i	i	i	-4	i	i	i
N#Cc1ccc(-c2nc3cc(Cl)ccc3c(=O)n2O)cc1	2	i	i	i	i	i	i	30	i	i	i
CCOc1ccc(CN2CCN(Cc3cc4ccccc4[nH]3)CC2CCO)cc1 (centres undefined)	x	i	i	x	x	i	x	3	i	x	i
CCOC(=O)N1CCC(NC(=O)c2cc3c(C)nc4ccccc4c3o2)CC1	-5	i	i	i	i	i	i	-2	i	i	i
COc1ccc(-n2c(C)cc(/C=C3\C(=N)N4N=C(CC(=O)N5CCOCC5)SC4=NC3=O)c2C)c(OC)c1	8	i	i	i	i	i	i	37	i	i	i
CCOc1ccc2c(=O)c(Oc3ccccc3OCC)coc2c1	-7	i	i	i	i	i	i	-2	i	i	i
O=C(NN1CC(C(=O)OCc2ccc(Br)cc2)CC1=O)c1ccccc1 (centres undefined)	1	i	i	i	i	i	i	-19	i	i	i
N/C(=N\OC(=O)C12CC3CC(CC(C3)C1)C2)c1ccncc1	2	i	i	i	i	i	i	7	i	i	i
O=C(NC1CCCCC1)C(c1ccccn1)N(C(=O)c1csnn1)C1CC1 (centres undefined)	9	i	i	i	i	i	i	10	i	i	i
O=C(CCSCc1ccc(Cl)cc1)NCc1cccs1	1	i	i	i	i	i	i	-5	i	i	i
CCCCc1nc(SCC(=O)Nc2nnc(CCCC)s2)n[nH]1	1	i	i	i	i	i	i	10	i	i	i
O=C(N/N=C/c1cccs1)c1ccc2ncccc2c1	6	i	i	i	i	i	i	-6	i	i	i
CC(OC(=O)c1ccco1)C(=O)NC1CCCC1 (centres undefined)	1	i	i	i	i	i	i	-13	i	i	i
O=C(Nc1ccccc1N1CCOCC1)c1cc2c(s1)CCCCC2	-4	i	i	i	i	i	i	4	i	i	i
N#Cc1ccc(-c2cccnc2)nc1SCC(N)=O	-4	i	i	i	i	i	i	1	i	i	i
Cn1c(SCC(=O)c2ccc3c(c2)Cc2ccccc2-3)nnc1-c1cccc(N)c1	-5	i	i	i	i	i	i	-4	i	i	i
CC1Nc2nc(N(C)C)[nH]c(=O)c2NC1C (centres undefined)	-8	x	i	i	i	x	i	x	x	i	x
CCc1noc(C)c1C(=O)N(C)CC(=O)Nc1ccc(Cl)c(Cl)c1	1	i	i	i	i	i	i	-7	i	i	i
COc1cc2c(cc1OC)C(NC(=O)C(F)(F)F)C/C2=N\O (centres undefined)	x	i	i	i	i	i	i	-2	i	i	i
Further entries.
SMILES	HDAC3 inhib	TRPC6 inh	ANO1 activ	MrgX1 agonist	MrgX1 antag	RGS4 act	MrgX1 allo act	SKKanGAS inh	TRPC6 activator	TMEM16A inh	RGS4 inh
CCOc1ccccc1N1CC(C(=O)Nc2ccc(S(=O)(=O)N3CCCCC3)cc2)CC1=O (centres undefined)	7	i	i	i	i	i	i	11	i	i	i
Cc1cc(=O)oc2cc(NC(=O)Cc3ccccc3[N+](=O)[O-])ccc12	-23	i	i	i	i	i	i	-1	i	i	i
COC(=O)CNC(=O)CSc1nc2sccc2c(=O)n1-c1ccccc1	-3	i	i	i	i	i	i	0	i	i	i
O=C(O)c1ccccn1	6	x	i	i	i	x	i	x	x	i	x
O=C(NCC1CCCN(Cc2ccc3c(c2)OCCO3)C1)c1ccc2c(c1)OCO2 (centres undefined)	0	i	i	i	i	i	i	x	i	i	i
CC(C)c1ccc(NC(=O)c2cc(S(=O)(=O)N3CCCC3)c[nH]2)cc1	10	i	i	i	i	i	i	4	i	i	i
Cn1nnnc1SCC(=O)N1CCN(S(=O)(=O)c2ccc(Cl)cc2)CC1	4	i	i	i	i	i	i	-11	i	i	i
COc1ccccc1C/C(N)=N/OC(=O)COc1cc(C)cc(C)c1C	4	i	i	i	i	i	i	5	i	i	i
COc1ccccc1NC(=S)NC(=O)CCCOc1ccc(Cl)cc1Cl	9	i	i	i	i	i	i	-4	i	i	i
Cn1nc(C(=O)NC2CCCCC2)c2c1-c1ccccc1SC2	5	i	i	i	i	i	i	10	i	i	i
O=C(NC1CCCCC1)c1n[nH]c2c1CCCCC2	5	x	i	i	i	x	i	x	x	i	x
CCCCNc1c(-c2ccc(-c3cccc(Cl)c3)cc2)nc2ccccn12	-10	i	i	i	i	i	i	43	i	i	i
Cn1ccc(NC(=O)Nc2cccc([N+](=O)[O-])c2)n1	-7	i	i	i	i	i	i	10	i	i	i
COCCNC(=O)c1c[nH]c2ccc(S(=O)(=O)N(C)c3ccc(C)c(C)c3)cc2c1=O	6	i	i	i	i	i	i	5	i	i	i

Only SKKanGAS inh and TMEM16A inh, for some of the entries so far:
Compound | SKKanGAS inh | TMEM16A inh
N#Cc1ccc(-c2cccnc2)nc1SCC(N)=O | 1 | i
CC1CC(NNC(=O)c2ccccc2)=Nc2ccccc2N1C (centres undefined) | -1 | i
